PREPL inh – inhibitors of human prolyl oligopeptidase-like enzyme PREPL | Q4J6C6 | recombinant PREPL, fluorescence polarization activity-based probe | inhibition, % at 5.96 µM | actives 0.68% (n = 320,000) | AID 2751; in the data active = inhibition above about 43%;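 also: 0% = enzyme with DMSO and 100% = wells lacking enzyme; many of its hits are not listed in these tables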
Target sequence (Q4J6C6 whole entry, looked up): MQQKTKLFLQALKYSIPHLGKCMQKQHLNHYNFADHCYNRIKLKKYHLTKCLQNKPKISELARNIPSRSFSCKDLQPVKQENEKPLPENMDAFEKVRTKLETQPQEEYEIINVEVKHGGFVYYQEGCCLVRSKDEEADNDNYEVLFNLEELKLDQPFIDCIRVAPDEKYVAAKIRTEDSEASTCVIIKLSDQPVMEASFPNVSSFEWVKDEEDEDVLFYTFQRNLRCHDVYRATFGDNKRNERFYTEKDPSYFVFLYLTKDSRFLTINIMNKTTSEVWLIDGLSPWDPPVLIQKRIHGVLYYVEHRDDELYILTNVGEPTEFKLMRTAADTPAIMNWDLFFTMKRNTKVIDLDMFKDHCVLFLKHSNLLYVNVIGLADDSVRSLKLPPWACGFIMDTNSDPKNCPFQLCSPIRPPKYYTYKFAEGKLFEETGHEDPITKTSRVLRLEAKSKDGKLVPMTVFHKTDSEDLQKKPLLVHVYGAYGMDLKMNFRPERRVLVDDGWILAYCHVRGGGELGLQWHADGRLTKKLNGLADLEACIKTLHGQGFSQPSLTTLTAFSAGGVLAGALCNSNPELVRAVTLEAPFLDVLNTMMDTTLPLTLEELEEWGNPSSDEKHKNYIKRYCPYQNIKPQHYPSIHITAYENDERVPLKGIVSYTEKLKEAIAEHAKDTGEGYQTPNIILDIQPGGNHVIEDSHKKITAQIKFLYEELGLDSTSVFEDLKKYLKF
LYPLA1 inh – LYPLA1 (human) inhibition in PME1 counter-screen; O75608; recombinant LYPLA1, FP-Rh probe fluorescence polarization; inhibition, % at 5.9 µM; actives 0.16% (n = 320,000); AID 2174;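 active = inhibition above the mean of all tested compounds plus 3 SD, set per campaign, cut at about 14% in these data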;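 also: inhibitors block serine hydrolase probe labeling of LYPLA1 so polarization falls; 0% = enzyme with DMSO and 100% = wells lacking LYPLA1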
EBNA-1 inh – blocks EBNA-1 binding to DNA | EBNA-1 DNA binding, fluorescence polarization | inhibition, % at 14.8 µM | actives 0.34% (n = 300,000); in the data active = inhibition above about 28%
PAD4 FP inh – inhibitors of human PAD4 | inhibition, % at 6.36 µM | actives 0.41% (n = 330,000) | Q9UM07 | recombinant PAD4, RCA probe fluorescence polarization;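 active = percent inhibition above a cutoff equal to the mean of all tested compounds plus 3 SD, cut at about 15% in these data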;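 also: 0% = PAD4 with RCA probe and DMSO and 100% = probe without PAD4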
PAFAH1B3 inh – inhibitors of human PAFAH1B3 | recombinant PAFAH1B3, FP-rhodamine probe, fluorescence polarization | inhibition, % at 3.39 µM | actives 0.28% (n = 340,000);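 active = inhibition above the screen-wide average of all tested compounds plus 3 SD, cut at about 25% in these data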;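 also: 0% = enzyme with DMSO only and 100% = wells lacking PAFAH1B3 protein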
Target sequence (Q15102 whole entry, looked up): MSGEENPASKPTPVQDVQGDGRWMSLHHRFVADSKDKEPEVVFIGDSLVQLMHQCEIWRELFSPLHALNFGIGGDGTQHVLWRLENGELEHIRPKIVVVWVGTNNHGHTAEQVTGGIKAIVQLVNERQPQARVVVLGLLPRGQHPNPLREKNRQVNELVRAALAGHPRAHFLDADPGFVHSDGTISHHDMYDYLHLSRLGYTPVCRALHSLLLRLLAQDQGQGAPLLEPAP
ZTA counter – ZTA (EBV) inhibition in EBNA-1 counter-screen. P03206. ZTA-DNA binding, fluorescence polarization. inhibition, % at 11 µM. actives 0.15% (n = 320,000). AID 2234; in the data active = inhibition above about 33%
LYPLA2 inh – LYPLA2 (human) inhibition in PME1 counter-screen; recombinant LYPLA2, FP-Rh probe fluorescence polarization; inhibition, % at 5.9 µM; actives 0.38% (n = 320,000);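 active = inhibition above the screen-wide mean plus 3 SD, limit set per campaign, cut at about 26% in these data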;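 also: 0% = LYPLA2 with DMSO and 100% = wells lacking LYPLA2 enzyme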
PAFAH2 inh – PAFAH2 (human) inhibition; Q99487; recombinant PAFAH2, FP-rhodamine activity probe, fluorescence polarization; inhibition, % at 3.39 µM; actives 0.99% (n = 340,000); AID 492956;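 active = inhibition above the mean over all tested compounds plus 3 SD, cut at about 30% in these data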;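 also: inhibitors block probe labeling of enzyme so polarization drops; 0% = enzyme with DMSO and 100% = wells lacking PAFAH2 protein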
GSTO1 inh – GSTO1 inhibition, counter-screen for RBBP9 inhibitors | inhibition, % at 5.96 µM | recombinant GSTO1, activity-based probe fluorescence polarization | P78417 | actives 1.1% (n = 300,000);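 active = inhibition above the campaign mean inhibition plus 3 SD, cut at about 35% in these data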;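 also: 0% = GSTO1-1 with DMSO and 100% = wells lacking GSTO1-1 enzyme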
Starred values were filed as active, the others as inactive; / = no result given.

SMILES	PREPL inh	LYPLA1 inh	EBNA-1 inh	PAD4 FP inh	PAFAH1B3 inh	ZTA counter	LYPLA2 inh	PAFAH2 inh	GSTO1 inh
O=C(Cn1nnc(-c2ccccc2NC(=O)c2ccco2)n1)NC1CCCCC1	1	2	-4	-5	0	-12	7	7	1
CCOc1ccc(-c2nnc(NC(=O)Cc3ccc(OC)cc3)o2)cc1	8	0	-13	-5	1	-6	4	3	10
CCN(C(=O)CN1C(=O)NC2(CCc3ccccc32)C1=O)C1CCCCC1 (stereo unspecified)	3	2	6	-1	5	2	3	-2	17
COc1ccc(-c2cc(C(=O)Nc3ccccc3N3CCOCC3)c3ccccc3n2)cc1OC	11	-4	0	-7	-7	-5	-14	-1	-13
Cc1ccccc1OCc1nnc(SCC(=O)N2c3ccccc3Sc3ccc(Cl)cc32)o1	7	1	20	2	3	6	6	2	5
O=C(NCc1ccccc1)N1CCN(CCO)CC1	-1	1	1	-1	-3	10	3	1	4
O=C(CCN1C(=O)c2ccccc2C1=O)NCCCn1ccnc1	-9	0	8	0	5	10	-2	0	3
CCCCc1ccc(CC2S/C(=C(\C#N)C(=O)N3CCOCC3)N(c3ccccc3)C2=O)cc1 (stereo unspecified)	0	-2	-1	1	1	-10	2	-1	0
CC(=O)c1ccccc1OCCCCN1CCCCC1	14	1	-6	1	3	-15	9	-4	10
CCCC1CC(C(=O)Nc2ccccc2)C(=O)O1 (stereo unspecified)	13	5	5	-2	2	-18	0	9	10
NC(=O)C1(N2CCCCC2)CCN(C2CC(=O)N(Cc3ccc(N4CCCC4=O)cc3)C2=O)CC1 (stereo unspecified)	-7	2	-7	2	-1	-16	8	4	4
CCC(C)c1ccc(NC(=O)C2CCN(c3ncccn3)CC2)cc1 (stereo unspecified)	1	0	6	-1	5	-7	4	-5	4
CCOC(=O)c1cnc(SCc2nc(N)nc(Nc3ccc(F)cc3)n2)nc1N	-16	1	49*	-1	4	9	-1	-11	4
COC(=O)c1cn(Cc2cccnc2)c(=O)c2ccccc12	11	1	-20	-10	0	4	-10	6	2
Cc1c(C(Nc2ccccn2)c2ccccc2)c(=O)n(-c2ccccc2)n1C (stereo unspecified)	-1	2	3	-2	4	7	3	9	2
COC(=O)C1=C(CN2CCN(C)CC2)NC(=O)NC1c1cc(C)ccc1C (stereo unspecified)	0	-1	-4	-1	4	7	1	2	3
CCOc1cc(Cl)c(S(=O)(=O)NCc2cccnc2)cc1Cl	-4	-1	-8	-2	10	-3	-5	-2	-2
Cn1ncc(C(=O)Nc2ccc(Cl)cc2)c1C(F)(F)F	-1	-1	-11	-2	/	-5	-3	/	-15
C=CCc1ccccc1OCCCCN1CCCC1	12	6	7	3	-3	0	2	-2	-4
COCC(=O)Nc1ccc(C(N)=O)cc1	-11	0	-7	-3	-1	-12	-3	-5	-5
CC(C)(C)n1nc2c(c1NC(=O)Cc1ccccc1)CS(=O)(=O)C2	9	2	8	5	-1	2	3	5	0
COc1ccc(C(=O)Nc2ccccc2C(=O)NCc2ccco2)cc1	-3	0	-7	-1	0	3	3	1	-3
CC(=O)N1CCc2cc(Br)cc(S(=O)(=O)NCCCN(C)Cc3ccccc3)c21	10	-1	2	-1	-4	11	-2	1	-4
CCC(CC)NC(=O)c1ccc2c(c1)OCCO2	7	1	-4	-3	9	-8	-4	10	4
CCn1c(SCC(=O)Nc2cccc(F)c2)nnc1-c1cc2cc(Br)ccc2o1	4	2	3	3	-1	8	-1	-5	-1
COc1cccc(NC(=O)CC(C)=O)c1	4	0	8	0	-2	-3	14	2	2
Cc1ccccc1N1CC(C(=O)Nc2nnc(SCC(=O)Nc3nccs3)s2)CC1=O (stereo unspecified)	-7	-9	14	-7	-15	15	-16	0	-5
CCOCCCN1C(=O)CN(C2CCCCC2)C(=O)C1c1ccc(OCC)c(OC)c1 (stereo unspecified)	3	-5	7	5	3	14	-2	-2	-5
Cc1ccc(C(O)(COC(=O)C(C)C)COC(=O)C(C)C)c(O)c1	10	2	-9	4	13	-7	0	4	-4
O=C(NCC1([N+](=O)[O-])CN(C(=O)c2ccccc2)CN(C(=O)c2ccccc2)C1)c1ccccc1	-31	1	-6	-3	8	-1	-5	3	6
CCOc1ccc2[nH]c3c(NCC(C)C)ncnc3c2c1	18	1	-5	-2	6	2	2	-2	-1
O=[N+]([O-])c1ccc(O)c2cccnc12	7	1	0	-1	2	9	3	5	9
CN(C)c1ccc(/C=N/Nc2ccc(-n3ccnc3)nn2)cc1	20	1	-10	-2	-5	5	8	1	3
O=C(NCc1csc2ccccc12)Nc1cc(Cl)cc(Cl)c1	-11	-8	-4	3	8	-12	-11	-10	-9
O=C(Nc1nnc(CSCc2ccc(F)cc2)s1)c1cccc([N+](=O)[O-])c1	-5	0	1	-9	0	14	2	5	-38
Cc1nn(-c2ccccc2)c(C)c1/C=N/NC(=O)c1ccc(F)cc1	16	0	-8	1	1	-9	-2	-5	-4
O=C1CCc2cc(S(=O)(=O)NCCC(=O)N3CCN(c4cccc(Cl)c4)CC3)ccc2N1	-5	3	-16	-3	-4	-5	18	0	-3
CC(C)NC(=O)N(C)C[C@H]1Oc2ccc(NC(=O)NC3CCCCC3)cc2C(=O)N([C@H](C)CO)C[C@@H]1C	21	/	/	-7	14	/	/	-1	/
Cc1ccsc1/C=N/NC(=O)c1ccco1	2	0	-6	1	9	-7	5	1	-14
CCOc1ccc(NC(=O)CSc2nnc(-c3ccco3)n2N)cc1	0	-1	-3	0	3	0	-4	3	0
O=C(COC(=O)c1ccccc1[N+](=O)[O-])NC(=O)c1ccccc1	-1	-1	10	1	6	-13	3	4	0
COc1ccc(-n2cc(C(=O)Nc3cc([N+](=O)[O-])ccc3OC)c3ccccc3c2=O)cc1	-13	-1	-8	-3	-4	-2	5	-3	3
CCn1c(SCC(=O)NC2CCCc3ccccc32)nnc1-c1ccncc1 (stereo unspecified)	16	-5	-3	-2	-1	6	-7	3	11
O=C1C2C(C(=O)N1Cc1ccco1)C1C=CC2C12CC2 (stereo unspecified)	-4	-3	-8	2	7	-15	2	0	4
C=CCNc1nc(C(F)(F)F)nc2c1nnn2Cc1ccccc1Cl	2	-1	-6	-7	-3	-8	-3	0	4
O=C(CNC(=O)c1ccc(Cl)cc1)NNC(=O)c1ccc(Br)cc1	8	/	/	-7	8	/	/	-5	/
C[C@H](CO)N1C[C@H](C)[C@@H](CN(C)CC2CCCCC2)Oc2c(NS(=O)(=O)c3ccccc3)cccc2C1=O	25	/	/	-6	-4	/	/	3	/
Cc1ccc(NS(=O)(=O)c2ccccc2[N+](=O)[O-])cc1C	-4	1	-3	-3	8	-2	-4	3	5
Cn1c(C(O)c2ccc(Cl)cc2)nc(Cl)c1Cl (stereo unspecified)	-10	-6	15	0	4	9	-6	-9	-4
O=C(NCC1CCCO1)C1CCCN(S(=O)(=O)c2ccc(Cl)cc2)C1 (stereo unspecified)	-4	-1	6	-3	10	2	-2	1	1
CN1CCN(c2ccc(NC(=S)NC(=O)c3cccc4c(Br)cccc34)cc2)CC1	27	1	4	-3	7	3	9	-2	-7
COc1ccc(NC(=O)COc2cc(C)cc(C)c2)cc1S(=O)(=O)N1CCCCC1	16	-7	0	-4	2	-3	-7	-4	-7
CCN(CC(=O)Nc1ccc(NC(C)=O)cc1)CC(=O)Nc1ccc(Cl)c(Cl)c1	-38	-6	-10	0	15	-7	1	-2	-2
CCOc1ccc(N2CC(C(=O)NCc3nnnn3-c3ccc(C)c(C)c3)CC2=O)cc1 (stereo unspecified)	-3	0	6	1	0	23	3	-8	-11
O=C(O)Cc1sc(Nc2ccc(F)cc2)nc1-c1cccs1	5	-9	4	-63	-4	0	-21	-2	-66
COc1ccccc1C(=O)COC(=O)CN1C(=O)C2CC=CCC2C1=O (stereo unspecified)	4	-1	7	3	8	-11	-4	3	7
C=CCNC(=O)c1cccc(NS(=O)(=O)c2ccc(Cl)cc2)c1	-8	4	-10	3	5	-4	-5	0	3
COc1ccc(CC(=O)Nc2ccc(N3CCOCC3)cc2)cc1S(=O)(=O)N1CCOCC1	12	3	4	-3	7	-12	3	4	3
CCCCCC(=O)Nc1ccc(S(=O)(=O)Nc2ccc(Cl)nn2)cc1	-4	-3	-2	-1	-6	-4	2	-2	-1
CCCCC(c1nnnn1Cc1ccco1)N1CCN(c2nc3ccccc3s2)CC1 (stereo unspecified)	26	-2	1	3	-2	-4	5	5	-4

Profiles as entered above:
Record of COCC(=O)Nc1ccc(C(N)=O)cc1 → PREPL inh: -11; LYPLA1 inh: 0; EBNA-1 inh: -7; PAD4 FP inh: -3; PAFAH1B3 inh: -1; ZTA counter: -12; LYPLA2 inh: -3; PAFAH2 inh: -5; GSTO1 inh: -5
Record of O=C(CNC(=O)c1ccc(Cl)cc1)NNC(=O)c1ccc(Br)cc1 → PREPL inh: 8; LYPLA1 inh: /; EBNA-1 inh: /; PAD4 FP inh: -7; PAFAH1B3 inh: 8; ZTA counter: /; LYPLA2 inh: /; PAFAH2 inh: -5; GSTO1 inh: /

(listing goes on)
SMILES	PREPL inh	LYPLA1 inh	EBNA-1 inh	PAD4 FP inh	PAFAH1B3 inh	ZTA counter	LYPLA2 inh	PAFAH2 inh	GSTO1 inh
Nc1nnc(SCC(=O)Nc2ccc3c(c2)OCCO3)s1	-13	6	2	-8	2	0	3	0	6
COc1ccc(N(CC(=O)Nc2nc3ccc(C)cc3s2)S(=O)(=O)c2c(C)nn(C)c2C)cc1	-22	-16	2	-1	-8	8	-24	-5	-7
CCc1nn(CC(=O)NCCCN(C)C2CCCCC2)c(=O)c2cc3occc3n12	18	3	-12	-1	3	-4	0	4	4
CCOc1ccc2[nH]cc(S(=O)(=O)c3ccc(C)cc3)c(=O)c2c1	-5	1	3	-4	2	-16	-5	4	-8
O=C(CNC(=O)c1ccc(-c2ccccc2)cc1)Nc1ccc(S(=O)(=O)Nc2ncccn2)cc1	-9	-2	7	3	7	1	-1	-5	-6
O=C(COC(=O)c1cc(Cl)ccc1O)c1ccc2c(c1)OCO2	7	-2	4	-3	7	6	15	8	-5
Cc1ccccc1OCC1Cn2c(nc3c2c(=O)n(C)c(=O)n3C)O1 (stereo unspecified)	0	-2	-4	-5	4	7	0	4	4
O=C(c1cc2ccccc2oc1=O)N1CCOCC1	17	4	6	-2	-3	-2	3	-4	0
CCCCc1cc(=O)oc2c(C)c(OCc3nn[nH]n3)ccc12	4	1	-14	-7	1	10	-3	3	-13
COc1ccc(CNc2ncnc3sccc23)cc1	4	-2	-10	3	0	10	1	-3	-3
Cc1ccc2[nH]cc(CCCN3C(=O)c4ccccc4C3=O)c2c1	8	0	3	2	7	16	8	-3	2
Cc1ccc(S(=O)(=O)N(C)C)cc1NC(=O)C(C)N(C)Cc1sccc1C (stereo unspecified)	2	-2	3	-3	-6	4	10	7	5
CCOC(=O)c1c(C)[nH]c(C(=O)COC(=O)CNC(=O)c2ccccc2Cl)c1C	7	-10	-14	-6	5	-5	1	-11	3
O=C(Cn1cc(S(=O)(=O)Cc2ccccc2F)c2ccccc21)N1CCOCC1	7	3	-4	-1	5	-1	9	-3	7
COC(=O)[C@@H]1OC(=O)[C@H]2O[C@@]23[C@@]1(C)CC[C@@H]1[C@@]2(C)C=CC(=O)OC(C)(C)[C@@H]2CC(=O)[C@]13C	8	0	/	-3	18	0	5	0	/
CCCCC(=O)Nc1ccc(NC(=O)c2ccc3c(c2)OCO3)cc1OC	3	-2	10	0	6	2	-2	6	7
Cc1ccc(-n2[nH]c(C)c(/C=C3/C=Nc4ccccc43)c2=O)cc1C	0	-3	6	1	6	0	-2	6	3
CCCC1C(=O)N2C(N(C)C)=Nc3ccc(C)cc3N2C1=O (stereo unspecified)	-8	3	3	1	3	7	0	8	-2
COc1ccc(N2CCN(CC(=O)Nc3ccc(C)cc3)CC2)cc1	9	-2	-6	-7	-7	8	-2	2	3
Cc1cccc(NC(=O)Cn2nnc(C(=O)NCc3ccco3)c2N)c1	-5	-1	2	1	2	1	3	3	-6

Screens from PubChem.

A portion of the library; count on the stated rates, not on these rows.
